# Screens (PubChem)
# All columns: NCI-60 one-dose screen, growth in % after 48 h at 10 µM unless noted; 100 = growth as untreated, 0 = no growth, -100 = all killed.
# SW-620: SW-620 colon cancer. hit rate 5.2% among 82,000
# OVCAR-4: OVCAR-4 ovarian cancer cells. hit rate 3.7% among 80,000
# HCC-2998: HCC-2998 colon cancer; hit rate 4.7% among 79,000
# OVCAR-8: OVCAR-8 ovarian cancer; hit rate 4.4% among 81,000
# OVCAR-5: OVCAR-5 ovarian cancer; hit rate 2.9% among 82,000; AID 1794783
# OVCAR-3: OVCAR-3 ovarian cancer; AID 1794787; hit rate 7% among 79,000
# KM12: KM12 colon cancer cells. hit rate 5% among 82,000
# PC-3: PC-3 prostate cancer cells | hit rate 3.9% among 80,000
# DU-145: DU-145 prostate cancer | hit rate 4.2% among 81,000 | AID 1794760
# Numbers without * were called inactive; / = not tested or not shown; & = joins results of further samples. How the source made its calls: active means growth percent below 10; inactive means the rest.
SMILES,SW-620,OVCAR-4,HCC-2998,OVCAR-8,OVCAR-5,OVCAR-3,KM12,PC-3,DU-145
COc1cc(C2Cc3cnccc3-c3[nH]c(=O)c4ccncc4c32)cc(OC)c1OC (stereo not drawn),100,92,120,101,94,103,100,92,105
Cc1cc(C)c2c(/C=N\Nc3nc(-c4ccc(Cl)cc4Cl)cs3)cc(=O)oc2c1,96,103,95,104,109,109,109,92,112
CS(=O)(=O)OCC1CCC(COS(C)(=O)=O)O1 (stereo not drawn),113,/,107,102,97,99,101,88,103
Cc1ccc2oc(=O)cc(Cn3c4ccc(Cl)cc4c4ccc([C@@H](C)C(=O)O)cc43)c2c1,110,108,104,101,90,109,100,105,106
Cc1ccc(N2CCN(C(=O)c3c(-c4ccccc4)nnc4ccccc34)CC2)c(C)c1,93,109,101,98,105,105,82,75,104
CCOC(=O)CNC,98,96,96,91,97,111,107,94,116
Cc1ccc(NC(=S)Nc2nccnc2OCc2ccccc2Cl)cc1,82,93,96,99,89,102,98,85,107
C=CCn1cc(-c2nc3ccccc3s2)c2cc(-c3ccc4c5c(cccc35)C(=O)N(CCN(C)C)C4=O)ccc21,102,107,104,101,104,108,104,100,108
CC(=O)Nc1cccc(-c2nc3ccccc3n2Cc2ccc(Cl)cc2)c1,96,85,101,86,82,92,81,84,103
CN(C)c1ccc(/C=N/NC(=O)CSc2nc3ccccc3c(=O)n2CCc2ccc(S(N)(=O)=O)cc2)cc1,95,103,109,61,99,87,81,85,92
O=C1Nc2ccccc2SC1c1ccccc1 (stereo not drawn),109,89,101,/,97,102,95,75,99
O=S(=O)(O)SCc1ccccc1,113,115,101,103,93,100,97,100,100
CCCn1nc(C(=O)N2CCCCC2)c2c1CCC(N1CCC(c3ccncc3)CC1)C2 (stereo not drawn),104,103,109,98,107,106,103,101,105
COc1cccc(NC(=O)N2CCCN(c3nc(-c4ccc(C)cc4)nc4ccccc34)CC2)c1,93,83,77,82,101,87,90,66,73
COc1ccc(/C=C/C(=O)c2ccc(-n3cc(CN4CCN(c5cc6c(cc5F)c(=O)c(C(=O)O)cn6C5CC5)CC4)nn3)cc2)cc1OC,9.4*,74,-40*,40,72,-16*,8.8*,10.0*,46

# The closing 5 records of the part before come first, to join the parts.
SMILES,SW-620,OVCAR-4,HCC-2998,OVCAR-8,OVCAR-5,OVCAR-3,KM12,PC-3,DU-145
O=C1Nc2ccccc2SC1c1ccccc1 (stereo not drawn),109,89,101,/,97,102,95,75,99
O=S(=O)(O)SCc1ccccc1,113,115,101,103,93,100,97,100,100
CCCn1nc(C(=O)N2CCCCC2)c2c1CCC(N1CCC(c3ccncc3)CC1)C2 (stereo not drawn),104,103,109,98,107,106,103,101,105
COc1cccc(NC(=O)N2CCCN(c3nc(-c4ccc(C)cc4)nc4ccccc34)CC2)c1,93,83,77,82,101,87,90,66,73
COc1ccc(/C=C/C(=O)c2ccc(-n3cc(CN4CCN(c5cc6c(cc5F)c(=O)c(C(=O)O)cn6C5CC5)CC4)nn3)cc2)cc1OC,9.4*,74,-40*,40,72,-16*,8.8*,10.0*,46
Nc1c(C(=O)c2ccc(Cl)cc2)oc2nc(-c3cnccn3)cc(-c3cccs3)c12,101,100,114,103,111,110,102,86,101
C/C(=N/O)c1ccc2c(c1)Cc1cc([N+](=O)[O-])ccc1-2,98,101,98,92,106,105,98,79,93
O=C1Nc2ccccc2/C1=C/c1nc2ccccc2c(=O)[nH]1,102,95,102,93,125,91,96,78,99
Cc1nc2sc(C(=O)Nc3cccc4cnccc34)c(N)c2cc1C(C)O (stereo not drawn),100,110,97,110,104,109,93,94,113
O=C(O)c1c[nH]n2c(=S)ncnc12,104,130,/,102,106,110,106,93,109
Nc1cccc2cccc(S(=O)(=O)O)c12,111,99,96,102,/,119,103,84,115
Fc1nc(F)c2sccc2n1,97,98,107,106,105,108,105,92,108
O=S(=O)(NCCNc1nccc(-c2c(-c3cccc(F)c3)nc3sccn23)n1)c1ccc(F)cc1,63,59,81,47,92,67,40,51,52
COc1ccc2c(c1)C=CC(C#N)N2C(=O)c1ccccc1 (stereo not drawn),22,25,19,15,47,-24*,13,19,3.1*
CCCCCC(=O)OC1[C@@H](OC(=O)CCCCC)[C@@H](CNC(=O)NC)O[C@H]1n1cnc2c(NC(=O)Nc3ccccc3)ncnc21 (stereo partly drawn),107,94,101,89,98,94,93,69,101
O=C(CCc1nc2c(=O)[nH]c(=S)[nH]c2[nH]c1=O)NCc1ccc(C(=O)O)cc1,102,112,101,105,101,108,103,94,105
CC(=O)Nc1ccccc1N,114,114,100,106,105,126,114,100,120
CC[C@H](C(=O)N1CCNC2=C(C(=O)N(C)C2(C)C)C1c1ccc(Cl)c(Cl)c1)c1ccccc1 (stereo partly drawn),101,88,98,89,101,105,101,67,91
O=Cc1cc([N+](=O)[O-])ccc1Cl,31,103,89,76,98,96,96,83,100
Cc1cc(C)c(C(=O)Cc2ccccc2)c(C)c1,91,106,93,102,108,111,109,83,117
NS(=O)(=O)c1cn(-c2ccc([N+](=O)[O-])cc2[N+](=O)[O-])ccc1=O,112,94,108,85,93,129,125,92,126
O=C(c1ccccn1)C(O)c1ccccn1 (stereo not drawn),100,114,91,98,108,111,99,77,108
COc1ccc2nc(-c3nnc(-c4ccccc4)o3)c(Cl)nc2c1,100,106,107,103,112,/,104,96,110
Cc1oc2ccccc2[n+]1CC(=O)c1ccccc1,83,93,99,100,108,66,79,78,84
NC(=O)c1c(Cl)cccc1Cl,107,/,111,109,107,111,112,101,113
Nc1cc(C(F)(F)F)ccc1Br,104,119,109,108,98,128,125,100,122
CN(C)CCCNc1nc2ccccc2c2c(=O)c3cc(F)ccc3sc12,-51*,37,-80*,45,74,26,3.8*,50,26
COc1ccc(-c2nc(Cl)c3c(C)nn(-c4ccc(F)cc4)c3n2)cc1,103,107,103,99,110,106,104,90,111
CC(C)CN(CC(C)C)C(=O)c1ccc([N+](=O)[O-])cc1,96,111,105,103,95,113,110,88,112
Cc1ccc(NC(=O)/C=C/c2ccccc2)c(C(N)=O)c1,23,31,81,55,52,-26*,14,/,-8.2*
CCCCCCOC(=O)CCC1CCCCC1,114,99,115,105,114,112,109,96,104
CCOC(=O)N1Cc2cc3ccccc3nc2C1,110,105,101,102,101,113,101,99,105
Cc1cccc[n+]1C1c2ccccc2-c2ccccc21,103,98,105,97,99,99,101,68,110
c1ccc2c(c1)Nc1nc3ccccc3nc1N2,110,117,115,105,101,112,104,97,104
CN(Cc1ccccc1)S(=O)(=O)/N=C1\NC(=O)NC1=C(Cl)Cl,-50*,92,72,94,12,-82*,4.9*,36,26
CC(=O)OC(C(=O)Nc1ncccn1)c1ccccc1 (stereo not drawn),103,103,92,106,100,109,107,94,111
O=C1C(=O)c2c(nc3ccc(Cl)cn23)-c2ccccc21,-100*,-100*,-96*,-100*,-100*,-96*,-69*,-87*,-100*
COc1ccc(/C=C/C(=O)c2c(C)nc3ccccc3c2/C=C/c2ccccc2)cc1O,19,62,82,31,17,14,36,58,46
CCOC(=O)C(C(=O)c1ccccc1)C(c1ccccc1)c1nccc2ccccc12 (stereo not drawn),88,87,92,81,82,81,95,60,107
COc1cc(C2CC(c3ccc(Nc4ccnc5cc(Cl)ccc45)cc3)=NN2c2ccccc2)cc(OC)c1OC (stereo not drawn),50,123,68,81,86,87,48,61,79
COC(=O)CCc1ccc(N(CCO)S(=O)(=O)c2ccc(C)cc2)cc1,102,111,109,105,111,104,97,91,112
CC(C)(C)OC(=O)Nc1ccc(-c2ccc3nnnn3c2)cc1,103,86,109,96,105,119,101,91,107
C=C1CC[C@@H]2[C@]3(C)COC(c4cccs4)O[C@@H]3CC[C@@]2(C)[C@@H]1CC(O)C1=CCOC1=O (stereo partly drawn),112,103,105,94,110,105,101,105,107
COc1cc(C(=O)NNC(=O)CSc2nnc(-c3ccc(Cl)cc3)o2)cc(OC)c1OC,97,94,100,95,99,107,95,92,103
CC1(C)CC[C@]2(CO)CC[C@]3(C)C(=CC[C@@H]4[C@@]5(C)C[C@H](O)CC(C)(C)[C@@H]5CC[C@]43C)[C@@H]2C1,99,100,103,100,106,118,98,87,108
Nc1cc(S(=O)(=O)O)c2cccc(S(=O)(=O)O)c2c1,110&99,97&111,99&105,115&106,118,111&106,114&103,91&86,118&103
CCOc1cccc(N)c1,107,99,111,119,96,120,111,95,116
O=C(COc1ccc(/C=C2\C(=O)Nc3ccc(Cl)cc32)cc1)Nc1ccc(Cl)cc1,45,59,89,60,70,/,43,42,54
CCOC(=O)C(C(=O)OCC)c1cc(NC(=O)c2ccccc2)ccc1NC(=O)c1ccccc1,109,91,101,96,108,103,94,83,114
O=C1Nc2cc(-c3cccc([N+](=O)[O-])c3)ccc2/C1=C/c1ccc[nH]1,93,45,61,101,49,71,47,87,111

# Sorted by number of heavy atoms (smallest number first): some entries from above
SMILES,SW-620,OVCAR-4,HCC-2998,OVCAR-8,OVCAR-5,OVCAR-3,KM12,PC-3,DU-145
Nc1cc(S(=O)(=O)O)c2cccc(S(=O)(=O)O)c2c1,110&99,97&111,99&105,115&106,118,111&106,114&103,91&86,118&103
O=C1C(=O)c2c(nc3ccc(Cl)cn23)-c2ccccc21,-100*,-100*,-96*,-100*,-100*,-96*,-69*,-87*,-100*
O=C1Nc2cc(-c3cccc([N+](=O)[O-])c3)ccc2/C1=C/c1ccc[nH]1,93,45,61,101,49,71,47,87,111
O=C(COc1ccc(/C=C2\C(=O)Nc3ccc(Cl)cc32)cc1)Nc1ccc(Cl)cc1,45,59,89,60,70,/,43,42,54
CC1(C)CC[C@]2(CO)CC[C@]3(C)C(=CC[C@@H]4[C@@]5(C)C[C@H](O)CC(C)(C)[C@@H]5CC[C@]43C)[C@@H]2C1,99,100,103,100,106,118,98,87,108
CCOC(=O)C(C(=O)OCC)c1cc(NC(=O)c2ccccc2)ccc1NC(=O)c1ccccc1,109,91,101,96,108,103,94,83,114

# Remaining list, next part
SMILES,SW-620,OVCAR-4,HCC-2998,OVCAR-8,OVCAR-5,OVCAR-3,KM12,PC-3,DU-145
c1ccc2c(c1)[nH]c1ccccc12,106,107,102,103,95,104,99,98,105
COc1ccc(C(=O)CSc2nc(-c3cccc([N+](=O)[O-])c3)c(C#N)c(=O)[nH]2)cc1,101,103,105,100,96,101,103,98,107
CC(=O)/C(=C/n1c(=S)sc2ccccc21)C(=O)Nc1ccccc1,97,103,103,99,105,101,98,87,110
O=c1c2cc(F)ccc2sc2c(-n3ccnc3)nc3ccccc3c12,84,88,117,96,93,105,91,97,94
CN1CCN(c2ccc(C(=O)Nc3cccc(C#Cc4cccc5[nH]nc(N)c45)c3)cc2C(F)(F)F)CC1,-74*,-0.3*,-75*,-15*,-43*,-18*,-57*,-75*,-20*
Nc1nc2ccccc2c2c1S(=O)(=O)c1ccc(Cl)cc1C2=O,2.1*,7.5*,42,8.4*,14,-13*,18,17,26
CC(=O)c1nn(-c2ccc(C)cc2)cc1C(=O)c1cc2c(ccc3ccccc32)oc1=O,100,87,103,101,102,98,95,88,110
Cc1cc(C)n(C(=O)c2nn(-c3ccc(Cl)cc3)cc2O)n1,81,68,83,26,64,51,36,/,30
Fc1ccc(C2Cn3nccc3N2)cc1 (stereo not drawn),102,100,108,109,107,108,104,99,109
O=C(O)c1ccc(Cl)c([N+](=O)[O-])c1,109,124,109,110,103,117,114,97,118
COc1cc(/C=C/C(=O)c2ccc(NC(=O)CSc3nnc(-c4ccc(-c5nc6ccccc6[nH]5)cc4)o3)cc2)cc(OC)c1OC,106,111,103,101,105,117,107,100,110
CC(=O)CC(C)(C)NNC(N)=S,99,101,/,109,105,102,106,99,105
Brc1ccccc1Nc1ccc2nnc(-c3ccncc3)n2n1,102,104,113,100,101,103,94,102,113
OCCCN1CCN(CCO)CC1,104,103,108,97,104,109,104,99,105
CN(C)c1ccc(/C=N\N2CCCCCC2)cc1,109&91,82,99&85,97&96,106&106,106&102,102&96,102,111&105
CN1c2c(C(=O)NC3CC3)cnn2CC1c1ccccc1 (stereo not drawn),99,110,96,93,105,96,95,81,101
Cc1ccc2oc(=O)cc(-c3nnc(N)s3)c2c1,98,99,104,99,107,107,111,94,115
O=c1oc2ccccc2cc1-c1csc(N=Nc2c(O)[nH]c3ccc(F)cc23)n1,102,105,110,100,104,114,102,106,119
COc1cccc2occ(COC(=O)c3c(C)noc3C)c(=O)c12,90,77,112,93,117,93,98,92,91
CCCCC(O)Cn1ncc(C(=O)OCC)c1NC(=O)Nc1cccc(F)c1 (stereo not drawn),99,85,129,101,104,115,97,94,103
CCC1CCCCN1C(=O)OCC(C)C (stereo not drawn),101,96,105,108,86,106,101,105,111
O=C(CSc1nc2sc3c(c2c(=O)n1-c1ccccc1)CCCCC3)N/N=C/c1cccc([N+](=O)[O-])c1,52,-6.2*,98,16,78,11,48,39,17
COc1c2occc2c(OC)c2c(=O)c(-c3cc(-c4ccc(F)cc4)c(C#N)c(N)n3)c(C)oc12,42,19,69,49,92,15,46,23,30
COc1cc(-c2nnc(-c3cccnc3)o2)cc(OC)c1OC,102,95,108,95,100,118,104,94,108
COc1ccc(C2(C=O)NC(=O)NC2=O)cc1 (stereo not drawn),100,109,118,109,105,111,108,87,108
O=C1C(c2cccc3ccccc23)=C(c2c[nH]c3ncccc23)C(=O)N1O,101,110,101,98,90,107,102,96,118
COc1ccc(C)cc1-c1cc2ccccc2c(=O)o1,85,109,101,92,92,93,80,81,104
COc1cccc(/C=C2\Cc3cc4c(cc3C2=O)OCO4)c1OC,98,84,105,82,103,87,83,94,92

# Some entries already given, reduced to OVCAR-5 and OVCAR-8.
Structure	OVCAR-5	OVCAR-8
O=C(CSc1nc2sc3c(c2c(=O)n1-c1ccccc1)CCCCC3)N/N=C/c1cccc([N+](=O)[O-])c1	78	16
COc1c2occc2c(OC)c2c(=O)c(-c3cc(-c4ccc(F)cc4)c(C#N)c(N)n3)c(C)oc12	92	49
